Screening results deposited in PubChem BioAssay by Sanford-Burnham Center for Chemical Genomics.
tim10-1 inh = inhibits growth of tim10-1 mutant yeast; S. cerevisiae tim10-1 ts strain growth, BacTiter-Glo, 24 h; inhibition, % at 20 µM; 330,000 tested, 2.2% active;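 active = inhibition of at least 40%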;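 note: mutant grown at 25 °C; 0% = DMSO wells with yeast and 100% = wells holding no yeast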
Apaf-1 inh = inhibitors of human Apaf-1 apoptosome | inhibition, % at 20 µM | 330,000 tested, 0.71% active | O14727 | reconstituted apoptosome caspase-3 activity, DEVD-Rh110 fluorescence; active = inhibition of at least 40% at 20 µM;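 note: plate controls were DMSO wells for no effect and DEVD-CHO caspase inhibitor wells for full effect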
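Assay system – apoptosome proteins · Medium – Hepes buffer, pH 7.5 · Also added – cytochrome c with DEVD-Rh110 · Timing – 30 min compound preincubation, 50 min activation, room temperature · Detection – Rh110 fluorescence, excitation 480 nm, emission 540 nm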
mIAP block = blocks mouse intestinal alkaline phosphatase. purified mouse IAP, CDP-Star luminescence, 30 min. 330,000 tested, 0.2% active. inhibition, % at 10 µM;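 active = inhibition of at least 40% at 10 µM in the primary screen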;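 note: plate controls were DMSO with enzyme for no effect and no enzyme wells for full effect; values of inactives mirror those of a sister screen read the other way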
NALP3 yeast inh = NALP3 inhibition in yeast. Yeast reconstituted NLRP3/ASC/caspase-1, beta-gal luminescence, 24 h. inhibition, % at 10 µM. 330,000 tested, 0.39% active. AID 2825;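 active = inhibition of 50% or more; inactive = inhibition below 50%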;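 note: plate controls were induced DMSO wells for no effect and uninduced yeast grown without galactose for full effect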
TIM10 inh = TIM10 yeast growth inhibition | AID 463195 | S. cerevisiae TIM10 strain growth, BacTiter-Glo luminescence, 24 h | 330,000 tested, 1.4% active | inhibition, % at 10 µM;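 active = inhibition of 40% or more at the single tested concentration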;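 note: wild-type TIM10 isogenic control strain grown at permissive 25 °C; 0% = DMSO yeast wells and 100% = minimal medium wells without yeast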
ATG4B inhibitor = blocks human ATG4B protease cleavage of LC3 substrate; Q9Y4P1; ATG4B cleavage of LC3-PLA2, NBD-HPC fluorescence, 1 h; inhibition, % at 8.33 µM; 340,000 tested, 0.51% active; AID 504462; in the data active = inhibition above about 40%
Target sequence (Q9Y4P1 whole entry, looked up): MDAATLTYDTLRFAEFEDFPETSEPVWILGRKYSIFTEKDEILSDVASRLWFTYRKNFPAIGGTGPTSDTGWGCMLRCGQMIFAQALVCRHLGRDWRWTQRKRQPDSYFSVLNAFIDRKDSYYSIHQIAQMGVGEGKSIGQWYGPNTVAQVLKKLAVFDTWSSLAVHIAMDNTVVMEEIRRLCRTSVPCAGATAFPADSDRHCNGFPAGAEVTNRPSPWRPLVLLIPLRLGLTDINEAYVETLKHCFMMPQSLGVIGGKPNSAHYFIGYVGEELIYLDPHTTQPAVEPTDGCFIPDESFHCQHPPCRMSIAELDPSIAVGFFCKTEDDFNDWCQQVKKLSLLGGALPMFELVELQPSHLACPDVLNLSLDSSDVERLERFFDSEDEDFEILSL
hIAP activ = increases human intestinal alkaline phosphatase activity; 330,000 tested, 0.16% active; activation factor at 10 µM; AID 2524; purified human IAP, CDP-Star luminescence, 30 min; active compounds read high; 1 = vehicle-only enzyme, 0 = enzyme-free background;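 active = activation factor of the enzyme at least 2-fold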; note: the source names both 10 and 20 µM as test concentration; values of inactives mirror those of a sister screen read the other way
Target sequence (P09923 whole entry, looked up): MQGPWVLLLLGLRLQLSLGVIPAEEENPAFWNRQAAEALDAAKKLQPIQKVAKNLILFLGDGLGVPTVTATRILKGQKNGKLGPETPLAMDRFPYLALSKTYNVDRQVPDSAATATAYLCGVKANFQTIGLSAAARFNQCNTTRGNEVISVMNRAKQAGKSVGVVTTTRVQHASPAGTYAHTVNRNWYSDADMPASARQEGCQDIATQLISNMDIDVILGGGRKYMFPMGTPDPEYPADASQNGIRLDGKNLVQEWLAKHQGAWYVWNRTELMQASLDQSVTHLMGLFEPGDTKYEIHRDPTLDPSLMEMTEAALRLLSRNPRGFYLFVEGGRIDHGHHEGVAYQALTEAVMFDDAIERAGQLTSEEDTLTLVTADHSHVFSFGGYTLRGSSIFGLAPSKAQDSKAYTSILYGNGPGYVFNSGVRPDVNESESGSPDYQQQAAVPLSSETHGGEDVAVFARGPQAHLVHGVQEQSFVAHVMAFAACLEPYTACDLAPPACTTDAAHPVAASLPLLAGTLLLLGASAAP
hIAP inh = blocks human intestinal alkaline phosphatase. P09923. purified IAP, CDP-Star luminescence, 30 min. inhibition, % at 10 µM. 330,000 tested, 0.12% active. AID 2544;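 active = inhibition reaching a set limit with compound at 10 µM in the primary screen, cut at about 35% in these data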;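 note: plate controls were DMSO wells with enzyme for no effect and no-enzyme buffer wells for full effect; values of inactives mirror those of a sister screen read the other way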
mIAP activ = mouse IAP activation; muIAP, CDP-Star luminescence, 30 min; active compounds read high; 1 = vehicle-only enzyme signal, 0 = enzyme-free wells; activation factor at 10 µM; 330,000 tested, 0.24% active;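 active = activation factor of at least 2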; note: the source names both 10 and 20 µM as test concentration; values of inactives mirror those of a sister screen read the other way
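Assay system: mouse IAP enzyme; reagent: chemiluminescent substrate CDP-Star; dosing: test compounds delivered from DMSO solution; schedule: 30 min at room temperature; measured by: luminescence from enzymatic CDP-Star hydrolysis; controls: DMSO-only wells and no-enzyme negative control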
* marks the source's active call; other numbers are inactive results.

#	SMILES	tim10-1 inh	Apaf-1 inh	mIAP block	NALP3 yeast inh	TIM10 inh
1	O=C(CCSc1ccccc1)N1CCN(C(=O)c2ccco2)CC1	16	4	5	10	23
2	CC1CCC(NC(=O)c2cccc(S(=O)(=O)N3CCN(C)CC3)c2)CC1 (centres undefined)	11	1	6	11	10
3	Cc1ccnc(NC(=O)CN2C(=O)c3ccccc3S2(=O)=O)c1	-4	1	7	18	4
4	Cc1ccc(S(=O)(=O)N2CCN(C(=O)CN3C(=O)NC(C)(c4ccc(Cl)cc4)C3=O)CC2)c(C)c1 (centres undefined)	-1	36	-11	18	15
5	COc1ccc2oc(C(=O)OCC(=O)N(C)C3CCCCC3)c(C)c2c1	21	-2	6	48	12
6	CCCc1cc(=O)[nH]c(SCC(=O)Nc2ccc(S(=O)(=O)N3CCCC3)cc2)n1	-10	3	3	4	3
7	CCOC(=O)c1c(C)c(C(=O)NCCN2CCOCC2)c(C)n1CC	-3	-17	-2	-8	-1
8	COc1ccc(Br)cc1-c1noc(-c2ccccc2)n1	25	-2	2	-2	23
9	CC(C)(C)NC(=O)C(c1ccco1)N(C(=O)Cn1nnc(-c2ccc(F)cc2)n1)c1cccc(F)c1 (centres undefined)	21	16	1	12	26
10	CC(C(=O)Nc1ncc([N+](=O)[O-])s1)N1C(=O)c2ccccc2S1(=O)=O (centres undefined)	6	5	9	8	0
11	CC(=O)Nc1ccc2c(c1)N(S(=O)(=O)c1cccs1)CCC2	13	6	-2	20	11
12	CNC(=O)COC(=O)c1ccc(NC(=O)CC#N)cc1	3	-5	7	-8	6

#	ATG4B inhibitor	hIAP activ	hIAP inh	mIAP activ
1	3	0.85	15	0.95
2	2	0.95	5	0.94
3	1	1.1	-8	0.93
4	-8	0.94	6	1.1
5	0	0.96	4	0.94
6	-6	1	-1	0.97
7	-4	0.99	0	1
8	10	0.91	9	0.98
9	-11	1	-5	0.99
10	-2	0.94	6	0.91
11	-5	0.92	8	1
12	-9	0.98	2	0.93

Part of the list above, as labelled records:
2: CC1CCC(NC(=O)c2cccc(S(=O)(=O)N3CCN(C)CC3)c2)CC1 (centres undefined)
  tim10-1 inh: 11
  Apaf-1 inh: 1
  mIAP block: 6
  NALP3 yeast inh: 11
  TIM10 inh: 10
  ATG4B inhibitor: 2
  hIAP activ: 0.95
  hIAP inh: 5
  mIAP activ: 0.94

12: CNC(=O)COC(=O)c1ccc(NC(=O)CC#N)cc1
  tim10-1 inh: 3
  Apaf-1 inh: -5
  mIAP block: 7
  NALP3 yeast inh: -8
  TIM10 inh: 6
  ATG4B inhibitor: -9
  hIAP activ: 0.98
  hIAP inh: 2
  mIAP activ: 0.93

Going on with the list:
#	SMILES	tim10-1 inh	Apaf-1 inh	mIAP block	NALP3 yeast inh	TIM10 inh
13	CCN1CC(CN(C)Cc2nc(-c3ccc(OC)c4ccccc34)oc2C)CC1=O (centres undefined)	20	18	-17	18	5
14	Nc1ccc(C(=O)N/N=C/c2sc(N3CCOCC3)nc2-c2ccccc2)cc1	18	7	4	9	19
15	N/C(=N\OC(=O)COc1ccc(Cl)cc1Cl)c1cccnc1	20	3	0	25	24
16	COc1ccccc1OCc1nnc(SCC(=O)Nc2nnc(C3CC3)s2)n1C	-12	4	7	10	-1
17	CC(C(=O)N1c2ccccc2Sc2ccccc21)n1nnc(-c2cccs2)n1 (centres undefined)	38	9	-4	0	37
18	COc1ccc(C2=NN(C(=O)c3ccccc3)C(c3ccc(OC)c(OC)c3)C2)c(O)c1 (centres undefined)	26	21	-1	7	17
19	CCC(=O)Nc1ccccc1-c1nc2ccccc2[nH]c1=O	5	-15	1	0	-4
20	Oc1ccc(NCc2cccc(OCc3ccccc3)c2)cc1	17	91*	15	15	-1
21	O=C(COc1ccc2c3c(c(=O)oc2c1)CCCC3)NCc1ccccn1	12	1	2	11	1
22	Cc1c(Cl)cccc1N(CC(=O)NC(C)c1ccccc1)S(C)(=O)=O (centres undefined)	-2	3	3	15	-5
23	Nc1cc(C(=O)O)ccc1Sc1ccccc1C(=O)O	-9	6	4	2	-2
24	COc1ccccc1NC(=O)NNC(=O)CN1C(=O)COc2ccccc21	-4	5	-1	15	-3

#	ATG4B inhibitor	hIAP activ	hIAP inh	mIAP activ
13	5	1.2	-15	1.2
14	-10	0.9	10	0.96
15	-1	0.93	7	1
16	-11	1.1	-9	0.93
17	-4	0.85	15	1
18	-2	1.1	-14	1
19	-9	0.88	12	0.99
20	10	1	-1	0.85
21	2	1.3	-31	0.98
22	-7	1.1	-10	0.97
23	-5	1	-1	0.96
24	-4	1.2	-20	1

(more compounds)
#	SMILES	tim10-1 inh	Apaf-1 inh	mIAP block	NALP3 yeast inh	TIM10 inh
25	CCC1CCCCN1C(=S)Nc1cccc(S(=O)(=O)N(C)C)c1 (centres undefined)	13	-1	-4	10	1
26	O=C(NC1CCCCCC1)c1c(O)nc2sccn2c1=O	39	6	6	45	37
27	Cc1ccc(Cl)cc1N1CCN(S(=O)(=O)c2cc3c(cc2C)NC(=O)CO3)CC1	13	19	2	13	11
28	CSc1cccc(NC(=O)C2C3C=CC4(O3)C2C(=O)N(CCCN2CCOCC2)C4C(=O)NC2CCCCC2)c1 (centres undefined)	-13	12	6	6	10
29	COc1ccc(-n2c(=O)cc(N3CC(C)OC(C)C3)[nH]c2=O)cc1 (centres undefined)	2	-25	12	-3	-5
30	CC1(C)CC(=O)C=C(NNC(=O)OC(C)(C)C)C1	-7	-1	-3	0	-20
31	O=C(N/C(=C/c1ccco1)C(=O)N1CCOCC1)c1cccs1	10	-2	21	16	-8
32	CC(C)C(OC(=O)c1cc2sccc2n1C)C(=O)NCC1CCCO1 (centres undefined)	10	-13	-10	20	3
33	CCc1nnc(NC(=O)CSc2nccn2-c2cccc(C)c2)s1	17	1	-6	8	0
34	NS(=O)(=O)c1cc2c(cc1Cl)NCNS2(=O)=O	7	-12	3	-2	1
35	OCCCNc1ncnc2sc3c(c12)CCN(Cc1ccccc1)C3	-12	2	0	5	10
36	O=C(C1CCC(=O)N(C2CCCC2)C1)N1CCN(c2ccccc2Cl)CC1 (centres undefined)	-3	-3	-3	18	3

#	ATG4B inhibitor	hIAP activ	hIAP inh	mIAP activ
25	0	1	0	1
26	-11	1	-2	0.94
27	-3	1	-3	0.98
28	-7	1.1	-13	0.94
29	7	0.78	22	0.88
30	4	1.3	-26	1
31	2	1	-3	0.79
32	-7	1	-1	1.1
33	-4	1	0	1.1
34	6	0.94	6	0.97
35	-5	0.94	6	1
36	0	1.2	-22	1

The listing continues.
#	SMILES	tim10-1 inh	Apaf-1 inh	mIAP block	NALP3 yeast inh	TIM10 inh
37	CC1CCCCC12NC(=O)N(CC(=O)Nc1cccnc1Cl)C2=O (centres undefined)	0	13	-2	22	0
38	COc1ccc(C2CC(=O)C(C=NCCN3CCN(C(=S)Nc4ccccc4)CC3)=C(O)C2)cc1 (centres undefined)	10	-8	13	20	9
39	Cc1cc(OC(C)C(N)=O)nc(-c2ccccc2)n1 (centres undefined)	-2	9	-1	11	3
40	OCCCn1c(C2CCCN2c2nc(-c3ccc(F)cc3)cs2)nc2cc(C(F)(F)F)ccc21 (centres undefined)	5	13	7	26	-36
41	CCN(CCCC(=O)c1ccc(F)cc1)CCc1ccccc1	-5	9	4	30	-18
42	O=C(CSc1nnc(Cc2ccc(Cl)cc2)o1)Nc1ccccc1	-9	-13	9	22	-12
43	COCCCNc1ncnc2sc3c(c12)CCC(C)C3 (centres undefined)	-1	3	1	11	-23
44	COc1ccccc1N1CCN(S(=O)(=O)c2ccc(Cl)s2)CC1	16	-13	1	23	19
45	O=C(Nc1nnc(C2CC2)s1)c1ccc(Cl)nc1	4	-10	-5	-2	-4
46	COc1cccc(NC(=O)Nc2ccccc2SC)c1	0	-6	-20	8	18
47	CN(C)CCCNC(=O)/C(=C/c1ccc(-c2ccc([N+](=O)[O-])cc2)o1)NC(=O)c1ccccc1	0	9	7	20	-2
48	CCOC(=O)N1CCC(NC(=O)c2ccc(CS(=O)(=O)c3ccc(OC)cc3)o2)CC1	-2	6	1	16	6

#	ATG4B inhibitor	hIAP activ	hIAP inh	mIAP activ
37	-6	1.2	-17	1
38	3	0.83	17	0.87
39	7	1.1	-12	1
40	5	1	-3	0.93
41	2	1.1	-13	0.95
42	-3	1.2	-15	0.91
43	9	1.1	-11	0.99
44	5	0.91	9	0.99
45	0	0.98	2	1.1
46	5	1.1	-12	1.2
47	0	1.1	-12	0.93
48	-1	0.95	5	0.99

The listing continues.
#	SMILES	tim10-1 inh	Apaf-1 inh	mIAP block	NALP3 yeast inh	TIM10 inh
49	CS(=O)(=O)N(CC(=O)N1CCOCC1)c1ccccc1	2	-2	3	1	3
50	CCN(c1ccccc1)S(=O)(=O)c1nnc(NC(=O)C(C)C)s1	-5	4	0	-4	14
51	CCOCCn1c(N2CCN(c3ccccc3)CC2)nc2c1c(=O)n(C)c(=O)n2C	24	20	-13	17	10
52	CCc1ccc(N(CC(=O)NC)S(C)(=O)=O)cc1	15	3	-10	-15	-5
53	CC(C)Oc1ccc(C2CC(=O)N(c3cccc(C(=O)O)c3)C2=O)cc1 (centres undefined)	9	-7	-7	2	-3

#	ATG4B inhibitor	hIAP activ	hIAP inh	mIAP activ
49	-3	1.2	-19	0.97
50	0	1	-4	1
51	-9	1	-4	1.1
52	-12	0.91	9	1.1
53	-10	1	0	1.1

In a second layout: entries from further up.
nr | mol | tim10-1 inh | Apaf-1 inh | mIAP block | NALP3 yeast inh | TIM10 inh | ATG4B inhibitor | hIAP activ | hIAP inh | mIAP activ
41 | CCN(CCCC(=O)c1ccc(F)cc1)CCc1ccccc1 | -5 | 9 | 4 | 30 | -18 | 2 | 1.1 | -13 | 0.95
42 | O=C(CSc1nnc(Cc2ccc(Cl)cc2)o1)Nc1ccccc1 | -9 | -13 | 9 | 22 | -12 | -3 | 1.2 | -15 | 0.91

Rows are unselected (roughly 4.5% active in at least one column).
